TAG inh: inhibitors of triacylglycerol accumulation, primary screen, cell-based, uHTS, fluorescence, H9c2; H9c2 cells, Nile Red lipid (TAG) fluorescence; cells loaded with 200 µM oleic acid; inhibition, % at 12.5 µM; 0.66% of 230,000 active; AID 651582, 2012;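 active = pattern-corrected inhibition of lipid staining of at least 50% with the nuclear-stain viability signal not falling by more than 50%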;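 also: 0% = DMSO wells and 100% = triacsin C control wells; some results filed as inactive read as strong as hits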
TAG inh DAPI viability: also measured in TAG inh; calls as there; DAPI nuclei signal change (viability), lower = more cytotoxic, %;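 whole-well DAPI fluorescence read on a plate reader as a viability signal; minus 50 percent equals half of cells still viable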
An asterisk follows results filed as active. These rows are one share of the data; the hit share may differ from the screen's.

SMILES	TAG inh	TAG inh DAPI viability
Cc1ccc(NC(=O)COC(=O)c2ccc(Cl)nc2)cc1S(=O)(=O)N1CCCCC1	-2	-22
O=C(OC1CCS(=O)(=O)c2sccc21)c1ccccc1 (stereo not given)	6	-19
COc1ccc(S(=O)(=O)NCC2CC3C=CC2C3)cc1OC (stereo not given)	3	-2
COc1cc(/C=N/NC(=O)c2cnn3c(C)cc(-c4ccccc4)nc23)ccc1O	-3	5
COc1ccc(CCNC(=O)c2cc(C)oc2C)cc1	-10	-2
COC(=O)C1CC2(C(=O)OC)CC(C(=O)OC)(CC(C(=O)OC)C2=O)C1=O (stereo not given)	-4	-5
C#CCOCCOCCOCCNc1nc(N2CCN(C(=O)[C@H](CCC(=O)O)n3cc([C@@H](N)[C@H](C)CC)nn3)CC2)nc(N2CCN(C(=O)[C@H](CCC(=O)O)n3cc([C@@H](N)CCSC)nn3)CC2)n1	-9	3
CC1CCN(S(=O)(=O)c2ccc(NC(=O)C3CCCCC3C(=O)O)cc2)CC1 (stereo not given)	-2	-2
Cc1ccc(C2NC(=O)c3sc(=S)n(-c4ccccc4)c3N2)cc1 (stereo not given)	-3	-1
Cc1sc(NC(=O)c2cc(-c3ccc(Cl)cc3)nc3ccccc23)c(C(N)=O)c1C	28	-2
O=C(CCNS(=O)(=O)c1ccccc1)NNC(=O)COc1ccc(Cl)cc1	9	-5
COc1ccc(CNC(=O)C(NS(=O)(=O)c2ccc3c(c2)CCCN3C(C)=O)C(C)C)cc1 (stereo not given)	19	-8
COc1cccc(-c2ccc(NC(=O)C3CCCN(Cc4cnc(C)n4C)C3)cc2)c1 (stereo not given)	3	14
COc1ccc(-n2nnnc2SCC(=O)c2cc3ccccc3o2)cc1	-14	3
CC1(C)CN2C(=O)c3ccccc3C2(C)S1 (stereo not given)	14	-1
COc1ccc(S(=O)(=O)N2CCC(C(=O)N[C@@H](C)C(=O)NCc3cccnc3)CC2)cc1	-11	15
Cc1cccc(C)c1NC(=O)COC(=O)/C=C/c1ccc(S(=O)(=O)N2CCOCC2)cc1	-12	-1
Cc1ccccc1C1NS(=O)(=O)N=C1N (stereo not given)	16	-15
Cc1ccc(-c2nn(CCC(=O)NCC3CCCO3)c(=O)c3ccccc23)cc1 (stereo not given)	-1	-3
O=C(Nc1ccccc1)c1ccc(S(=O)(=O)Nc2cccc(O)c2)cc1	0	6
CC(C)C(C(=O)NCC1CCCO1)N(Cc1ccco1)C(=O)CNS(=O)(=O)c1ccc(F)cc1 (stereo not given)	16	-7
COc1ccc(NS(=O)(=O)c2ccc(Oc3c(C#N)cccc3C#N)cc2)cc1	-13	0
CCOC(=O)c1cnn2c(N)c(C#N)cnc12	9	5
CCOc1cccc(-c2ccc3nncn3c2)c1	-4	3
COC(=O)c1ccccc1NS(=O)(=O)c1ccc(NC(C)=O)cc1	0	6
CCN(CC)S(=O)(=O)c1cc(NS(=O)(=O)c2cccc(C(=O)O)c2)ccc1C	-20	-9
COC(=O)c1cc2nc(-c3ccccc3)cc(C)n2n1	7	7
C=CCn1c(N)nc2ccccc21	-14	12
Cc1ccc(-n2c(O)c(C=Nc3ccccc3-c3n[nH]c(=S)[nH]c3=O)c3ccccc3c2=O)cc1C	-19	-6
O=c1oc(-c2cccs2)nc2scc(-c3cccs3)c12	-35	4
Cc1cc(C)cc(-n2c3ccc(NC(=O)Cc4cccc5ccccc45)cc3c(=O)n2C)c1	51*	-41*
CN(CCNC(=O)c1cccc(N2CCCC2=O)c1)Cc1ccccc1	27	-11
COc1cc(S(=O)(=O)NC2CCCCC2C)ccc1-n1cnnn1 (stereo not given)	-4	2
COc1cc(N2CCCC2)c(OC)cc1/C=C(/C#N)c1cccc(Br)c1	-55	-16
Cc1cc(C(=O)N/N=C2\CC(=O)CC(C)(C)C2)c(C)n1-c1ccc(F)cc1	3	-3
COc1ccc(/C=C/C(=O)C2(O)CCCCC2)cc1	-8	3
O=C(Nc1ccc(C(=O)N2CCCCC2)cc1)C1CCC1	-2	1
Nc1cccc(-c2cncc(N3CCN(Cc4ccccn4)CC3)n2)c1	-5	-1
CCOP(=O)(OCC)c1ccc2c(c1)C(=O)c1ccccc1CC2	-3	-7
C=CCN1C(=O)c2ccc(C(=O)N(CC)CC(=O)Nc3c(F)cccc3F)cc2C1=O	9	0
O=C(Oc1ccccc1C(=O)N1CCOCC1)c1ccc(F)cc1	2	2
Clc1ccccc1C=NNc1ccccn1	-1	0
Cc1cc(C)cc(NC(=O)CSc2nc3nc(C)cc(C)n3n2)c1	2	6
O=C(Nc1ccc(Oc2ccccc2)cc1)c1csc([C@@H]2O[C@H](CO)[C@@H](O)[C@H]2O)n1	-10	4
N#CCC(=O)N/N=C/c1ccc(OCc2ccccc2)cc1	5	-9

Five structures from above, ordered by molecular weight, rising.
SMILES	TAG inh	TAG inh DAPI viability
COc1ccc(/C=C/C(=O)C2(O)CCCCC2)cc1	-8	3
CCOP(=O)(OCC)c1ccc2c(c1)C(=O)c1ccccc1CC2	-3	-7
COc1cc(N2CCCC2)c(OC)cc1/C=C(/C#N)c1cccc(Br)c1	-55	-16
C=CCN1C(=O)c2ccc(C(=O)N(CC)CC(=O)Nc3c(F)cccc3F)cc2C1=O	9	0
O=C(Nc1ccc(Oc2ccccc2)cc1)c1csc([C@@H]2O[C@H](CO)[C@@H](O)[C@H]2O)n1	-10	4

Other structures:
SMILES	TAG inh	TAG inh DAPI viability
CC(C)Sc1nnc(-c2c[nH]c3ccccc23)n1C	-6	2
COc1ccc(C(=O)NNC(=O)CCCCC(=O)NNC(=O)c2ccc(OC)cc2)cc1	-5	-12
Cc1ccc(OCc2n[nH]c(=S)n2-c2ccccc2)cc1	-20	19
O=C(O)c1cccc(NC2=C(N3CCOCC3)C(=O)c3ccccc3C2=O)c1	-9	7
Cn1c(SCc2c(F)cccc2Cl)nnc1-c1cccs1	8	-5
COc1ccc(/C=N/Nc2nnc(C)n2N)cc1OC	4	-1
CC(SC(C)C(=O)NN=Cc1ccc(F)cc1)C(=O)NN=Cc1ccc(F)cc1 (stereo not given)	-5	5
CCN(CC)C(=O)C(C)OC(=O)c1ccc(O)cc1 (stereo not given)	-15	-4
C[C@H]1CN([C@@H](C)CO)C(=O)c2cc(-c3cccc(C(=O)N(C)C)c3)cnc2O[C@H]1CN(C)C(=O)Cc1ccccn1	-2	1
Cc1cc(C)nc(NS(=O)(=O)c2ccc(Br)cc2)n1	8	-10
O=[N+]([O-])c1cccc(NC(=S)NCc2ccncc2)c1	7	-1
CCOc1ccccc1N1CC(C(=O)Nc2c(C)n(C)n(-c3ccccc3)c2=O)CC1=O (stereo not given)	-1	-7
CC(=O)c1ccc(N2CCN(S(=O)(=O)c3cn(C)c(C)n3)CC2)cc1	10	-2
OCCNCCCOc1cc(Cl)ccc1Cl	18	-9
Clc1ccc(-c2nc3c4ccccc4ccn3c2Cc2ccccc2)cc1	6	-1
Cc1ccc(S(=O)(=O)N(C)C[C@H]2Oc3ncc(Br)cc3C(=O)N([C@H](C)CO)C[C@@H]2C)cc1	0	-14
COc1cc(O)sc1C=Nc1ccc(Cl)cc1Cl	34	-17
Cc1ccc(C(=O)Oc2cccc(-n3cnnn3)c2)cc1	-12	12
CC(CNC(=O)CCc1nnc(CCC2CCCCC2)o1)c1ccccc1 (stereo not given)	-7	12
Cc1cccc(CN2CCN(c3ncccn3)CC2)c1	-4	0
C[C@@H]1CN([C@H](C)CO)S(=O)(=O)c2ccc(Br)cc2O[C@H]1CN(C)C(=O)Cc1ccccn1	-30	-7
O=C(c1cc(-c2ccco2)nc2ccccc12)N1CCCC(C(F)(F)F)C1 (stereo not given)	9	17
COc1cccc(C=C2SC(=S)NC2=O)c1	0	-4
CSc1nnc(N(CCC#N)CCC#N)s1	8	-4
O=C(O/N=C1\CCCc2ccccc21)c1cccs1	8	-7
CC(=O)C[C@H]1c2cc(C(F)(F)F)ccc2S(=O)(=O)N1C1CCCC1	-19	14
CCCCCCCCC(=O)N/N=C(\C)c1cccnc1	15	-20
COc1ccc(OCc2nnc(SCC(=O)N3CCCc4ccccc43)n2-c2ccc(C)cc2)cc1	-16	10
CCOc1ccc(N2CC(C(=O)NC(C)C)CC2=O)cc1 (stereo not given)	-7	-9
CC(C(=O)Nc1ccc2c(c1)OCO2)N(C)CC(=O)Nc1ccccc1Cl (stereo not given)	7	-1

Quoted from the listing.
Result of COC(=O)C1CC2(C(=O)OC)CC(C(=O)OC)(CC(C(=O)OC)C2=O)C1=O (stereo not given) in TAG inh DAPI viability: -5
Result of COc1cc(/C=N/NC(=O)c2cnn3c(C)cc(-c4ccccc4)nc23)ccc1O in TAG inh: -3

(listing goes on)
SMILES	TAG inh	TAG inh DAPI viability
O=C(c1ccc(Br)o1)N1CCN(c2ncccn2)CC1	18	-3
COC(=O)c1c(NC(C)=O)sc(C(=O)Nc2ccccc2F)c1C	6	-1
COCCCNC(=O)CCc1nnc(Cc2ccc(-c3ccccc3)cc2)o1	7	-4
CN(CC(=O)Nc1ccc(Cl)c(Cl)c1)C(=O)c1ccccc1SCC(=O)N1CCCC1	5	0
COc1ccc(NC(=O)CSc2nc3ccccc3c(=O)n2C)cc1	-10	-3
COc1ccccc1NC(=O)NCCN1CCNC1=O	1	-1
CCC(CC)C(=O)Nc1ccc(C)c(O)c1	-3	-2
COc1ccc(N(C(=O)COc2ccccc2OC)S(=O)(=O)c2ccc(C)cc2)cc1	-48	2
N#C/C(=C/c1ccccc1)C(=O)OCC(=O)Nc1ccccc1[N+](=O)[O-]	13	2
CNC[C@H](NC[C@@H](NCCCc1ccccc1)c1ccccc1)[C@H](C)O	-15	12
CN(C)C(CNC(=O)c1cc(S(=O)(=O)N2CCOCC2)ccc1F)c1cccs1 (stereo not given)	-1	-2
COC(=O)C1=C(C)NC(=O)C1(NC(=O)CN1CCCC1=O)C(F)(F)F (stereo not given)	-15	-1
O=C(NCCc1c[nH]c2ccccc12)c1ccccc1	-11	1
Cc1ccc(OC(=O)c2ccncc2)c(C)c1	18	-9
NC(=O)c1ccc(NC(=O)COC(=O)CCC2CCCCC2)cc1	8	5
COCCNC(=O)C(=O)N/N=C/c1cccs1	-2	-3
Cc1ccc(C(=O)OCC(=O)Nc2ccc(Cl)cn2)s1	-21	1
CC(=O)N1CCN(C(=O)COc2ccccc2C(=O)Nc2ccccc2)CC1	-23	0
COC(=O)[C@H](Cc1ccc(O)cc1)NC(=O)Cn1cnc2c(SC)nc(N)nc21	1	3
CCCNC(=O)N(C)c1nncnc1C(=O)NC	3	3
Cn1ncc([N+](=O)[O-])c1C(=O)Nc1cc(Cl)ccc1Cl	-6	4
O=C(NCCNC(=O)c1ccc(-c2cc(Cl)ccc2Cl)o1)c1cnccn1	12	-13
O=C(CSc1nnc(NC(=O)C2CC(=O)N(c3ccc(F)cc3)C2)s1)NCc1ccco1 (stereo not given)	5	0
O=C(O)c1ccc2c(c1)C1C=CCC1C(c1cc3c(cc1Br)OCO3)N2 (stereo not given)	6	-6
COc1cccc(NC(=O)C(c2ccccc2)N2CCN(CC(=O)N3CCOCC3)CC2)c1 (stereo not given)	-21	-1
COCCCN1C(=O)c2[nH]nc(-c3ccccc3O)c2C1c1cccc(Cl)c1 (stereo not given)	-18	10
O=C(NCCNC(=O)c1cc(OCC(F)(F)F)ccc1OCC(F)(F)F)Nc1ccccc1	17	-14
CC(CCc1ccccc1)NCC(O)COc1ccccc1 (stereo not given)	7	2
CC(=O)c1ccc(S(=O)(=O)Nc2ccccc2C(=O)NC2CC2)cc1	9	2
Cc1ccccc1-c1nc(CS(=O)(=O)CC(=O)NCc2ccccc2)c(C)o1	15	-2
O=C(C[C@@H]1C[C@@H]2c3cc(NS(=O)(=O)c4ccc(F)cc4)ccc3O[C@@H]2[C@H](CO)O1)N1CCc2ccccc2C1	3	-12
CCn1nccc1NC(=O)c1ccc2sc([C@@H]3O[C@H](CO)[C@H](O)[C@H](O)[C@H]3O)nc2c1	0	-6
CCOc1cc(-c2sc(Nc3ccccc3)n[n+]2C)ccc1OC	9	0
CCOc1ccc(CN2CCNC(=O)C2CC(=O)O)cc1 (stereo not given)	12	-10
COc1ccccc1N1CCN(CC(=O)c2c[nH]c3ccccc23)CC1	2	-9
NC(=O)c1cc2cc(Br)ccc2oc1=NCc1ccccc1	0	-4
CCOC(=O)C1CCCN(S(=O)(=O)CCNC(=O)c2ccc(F)cc2)C1 (stereo not given)	-6	3
O=C(CN1C(=O)c2cccc3cccc1c23)Nc1cccnc1	1	2

Compounds listed so far that contain a nitro group on carbon (3):
SMILES	TAG inh	TAG inh DAPI viability
O=[N+]([O-])c1cccc(NC(=S)NCc2ccncc2)c1	7	-1
N#C/C(=C/c1ccccc1)C(=O)OCC(=O)Nc1ccccc1[N+](=O)[O-]	13	2
Cn1ncc([N+](=O)[O-])c1C(=O)Nc1cc(Cl)ccc1Cl	-6	4

From PubChem
